ARFGAP1 inhibitor = inhibitors of rat ARFGAP1 GAP activity, primary screen, biochemical, fluorescence polarization, GDP tracer; ADP-ribosylation factor GTPase-activating protein 1 (Rattus norvegicus), Q62848; Arfgap1-stimulated ARF1 GTP hydrolysis, GDP FP detection; inhibition, % at 16.5 µM; 360,000 tested, 0.26% active;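 active means inhibition above a per-plate limit, mean inhibition of low control wells plus 3 SD, cut at about 25% in these data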;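 further: 0% = DMSO wells with enzyme and 100% = wells lacking Arfgap1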
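Repeats: one replicate per compound; assay system: rat Arfgap1 catalytic domain, aa 1-136; times: enzyme reaction 120 min at 25 °C after 20 min preincubation; detection: FP of antibody-bound GDP Alexa 633 tracer, ex 620/em 688 nm; benchmarks: high control wells lacking Arfgap1, low control full reaction with DMSO; reagent: human ARF1(Δ1-17)-GTP substrate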
DDE Tn6 FP inh = inhibitors of Tn6 peptide binding to fibrin DD(E), primary screen, biochemical, fluorescence polarization, human fibrin, Tn6 probe | Fibrinogen beta chain (Homo sapiens), P02675 | Fibrin DD(E) TRITC-Tn6 fluorescence polarization displacement | inhibition, % at 8.3 µM | 370,000 tested, 0.21% active;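 active means inhibition above a per-campaign cutoff: mean of compounds within control limits plus 3 SD, cut at about 15% in these data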;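 further: 0% = median of all compound wells on the plate and 100% = blocking peptide control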
rCAG binder = binders of r(CAG) RNA repeats, primary screen, biochemical, fluorescence; r(CAG) RNA repeat, TO-PRO-1 dye displacement fluorescence; 370,000 tested, 1.3% active; inhibition, % at 3 µM; AID 651821, 2012;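 active means inhibition above the plate cutoff, the mean of all test compounds on that plate plus 3 SD, cut at about 35% in these data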;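 further: 0% = DMSO alone and 100% = 100 µM mitoxantrone as full dye displacement; higher means more dye released from RNA so lower well fluorescence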
ASAP1 inh = inhibitors of human ASAP1 ArfGAP activity, primary screen, biochemical, fluorescence polarization; Arf-GAP with SH3 domain, ANK repeat and PH domain-containing protein 1 (Homo sapiens), …; ASAP1-stimulated ARF1 GTP hydrolysis, GDP FP detection; inhibition, % at 16.5 µM; 360,000 tested, 0.19% active; in the data active means inhibition above about 25%;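 further: 0% = vehicle with enzyme and substrate and 100% = no enzyme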
FXN GAA850 act = FXN promoter activators, primary screen, cell-based, luciferase luminescence, HEK293 lucGAA850; HEK293 lucGAA850 FXN promoter luciferase reporter, 24 h; percent of 10 µM SAHA response; activation, % at 6 µM; 360,000 tested, 0.56% active; AID 540364, 2011;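 active means activation above the average of all compounds screened plus 3 SD, cutoff fixed separately per campaign, cut at about 7.5% in these data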;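 further: 0% = DMSO wells and 100% = 10 µM SAHA wells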
KLK7 zymogen act = proKLK7 zymogen activators, primary screen, biochemical, fluorescence intensity | activation, % at 7 µM | purified proKLK7, EDANS-DABCYL substrate fluorescence; 100% is mature enzyme control, 0% vehicle | 370,000 tested, 0.9% active | Kallikrein-7 (Homo sapiens), P49862;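 active means activation above the mean of all tested compounds plus 3 SD, computed per campaign excluding outliers beyond control limits, cut at about 13% in these data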
GC-B act = human GC-B receptor activators, primary screen, HEK293 GC-B cells, cGMP TR-FRET, EC30 CNP; Atrial natriuretic peptide receptor 2 (Homo sapiens), P20594; 0% at EC30 CNP, 100% saturating CNP; activation, % at 10 µM; 370,000 tested, 0.11% active;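 active means activation at 10 µM reaching about 35% in either raw or pattern-adjusted values, limit read from the data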
ADAM10 inh = human ADAM10 inhibitors, primary screen, biochemical, QFRET, HTS | Disintegrin and metalloproteinase domain-containing protein 10 (Homo sapiens), O14672 | recombinant ADAM10, EDANS/DABCYL FRET peptide cleavage, 3 h | inhibition, % at 7 µM | 370,000 tested, 0.62% active;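 active means inhibition above a per-campaign cutoff equal to the mean of compounds falling between control-based bounds plus 3 SD, cut at about 20% in these data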;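 further: 0% = DMSO wells while the 100% control is not disclosed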
GC-A act = GC-A stimulated cGMP production enhancers – HEK293 GC-A cells, cGMP TR-FRET, EC30 ANP, primary screen; Atrial natriuretic peptide receptor 1 (Homo sapiens), P16066; 0% at EC30 ANP, 100% saturating ANP; activation, % at 10 µM; 370,000 tested, 0.14% active; in the data active means activation above about 40%
Target sequence (P16066 whole entry, looked up): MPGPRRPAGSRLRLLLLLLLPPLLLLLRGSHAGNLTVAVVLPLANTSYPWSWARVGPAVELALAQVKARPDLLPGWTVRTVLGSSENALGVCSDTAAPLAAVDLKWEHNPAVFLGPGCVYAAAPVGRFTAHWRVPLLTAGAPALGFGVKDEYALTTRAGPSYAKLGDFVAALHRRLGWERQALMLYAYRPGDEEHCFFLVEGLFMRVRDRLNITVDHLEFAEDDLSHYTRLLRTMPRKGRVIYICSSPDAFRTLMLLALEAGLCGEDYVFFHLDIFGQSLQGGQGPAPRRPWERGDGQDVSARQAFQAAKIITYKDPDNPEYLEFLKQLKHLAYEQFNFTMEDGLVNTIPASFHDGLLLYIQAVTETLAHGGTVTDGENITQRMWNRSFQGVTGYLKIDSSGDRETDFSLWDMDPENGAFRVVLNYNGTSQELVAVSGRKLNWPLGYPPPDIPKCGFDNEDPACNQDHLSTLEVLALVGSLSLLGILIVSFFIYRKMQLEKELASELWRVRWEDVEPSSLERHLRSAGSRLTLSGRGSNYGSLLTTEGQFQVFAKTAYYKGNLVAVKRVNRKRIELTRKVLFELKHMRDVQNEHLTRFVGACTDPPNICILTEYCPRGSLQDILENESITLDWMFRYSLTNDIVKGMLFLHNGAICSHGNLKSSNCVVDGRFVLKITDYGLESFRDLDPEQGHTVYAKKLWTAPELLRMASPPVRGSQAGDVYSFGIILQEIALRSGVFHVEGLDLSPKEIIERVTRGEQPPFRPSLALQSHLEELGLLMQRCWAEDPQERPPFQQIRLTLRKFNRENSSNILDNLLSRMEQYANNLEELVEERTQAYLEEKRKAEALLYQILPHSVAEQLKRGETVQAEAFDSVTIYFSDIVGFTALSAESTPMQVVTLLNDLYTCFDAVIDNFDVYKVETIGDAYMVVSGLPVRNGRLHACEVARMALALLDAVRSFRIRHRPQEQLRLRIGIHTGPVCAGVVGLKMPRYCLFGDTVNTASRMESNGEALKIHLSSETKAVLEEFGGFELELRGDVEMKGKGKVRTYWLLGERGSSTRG
HGIII-sPLA2 inh = human group III sPLA2 inhibitors, primary screen, biochemical, QFRET, BODIPY PC-A2 liposome substrate | Group 3 secretory phospholipase A2 (Homo sapiens), Q9NZ20 | QFRET BODIPY PC-A2 liposome hydrolysis, fluorescence | inhibition, % at 12.2 µM | 370,000 tested, 0.56% active;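 active means inhibition above mean plus 3 SD of compounds lying within the high and low control bounds, cut at about 19% in these data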;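 further: 0% = median of test compound wells and 100% = no enzyme DMSO wells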
* = called active by the depositor; i = inactive; · = no result given.

mol | ARFGAP1 inhibitor | DDE Tn6 FP inh | rCAG binder | ASAP1 inh | FXN GAA850 act | KLK7 zymogen act | GC-B act | ADAM10 inh | GC-A act | HGIII-sPLA2 inh
COc1ccc(CSC2=NCCN2)cc1Cl | -17 | -2 | -1 | -15 | 2.3 | -0.3 | 5 | -4 | 0 | 2
CCN(CC)C(=S)SC1CCCCN(C(=O)c2ccc(F)cc2)C1=O (stereo not given) | -8 | 9 | -6 | -10 | 0.5 | -0.8 | -2 | -2 | 1 | -1
Cc1cc(C)nc(SCCCNCc2ccc(Br)cc2)n1 | -4 | -2 | -7 | 14 | 0.9 | 0.0 | -12 | 6 | -11 | -6
O=C(C1CCCN(S(=O)(=O)c2cccnc2)C1)N1CCn2c1nc1ccccc12 (stereo not given) | -5 | 2 | 2 | -3 | -0.2 | 0.2 | 0 | -8 | -1 | -3
O=C(/C=C/c1cccs1)NC(=S)Nc1ccc(C(=O)O)cc1 | -5 | -5 | 0 | -1 | -2.1 | -0.1 | 4 | -2 | -6 | 12
COc1ccc(CCNC(=O)CN2C(=O)NC3(CCCCC3)C2=O)cc1 | 14 | 1 | -1 | -5 | -2.9 | 0.7 | 2 | 2 | -1 | -3
O=C(Nc1ccc(N2CCN(C(=O)c3ccccc3)CC2)cc1)c1ccc2c(c1)OCO2 | 2 | -1 | 1 | 4 | -2.9 | -0.4 | -1 | 2 | 0 | 8
COc1cccc(NC(=S)N(CCCN2CCCC(C)C2)Cc2cccs2)c1 (stereo not given) | -3 | -4 | -8 | -10 | -3.6 | 0.8 | -2 | 0 | -6 | -3
Cc1ccc(-c2nc3cnccn3c2Nc2ccc3c(c2)OCCO3)o1 | -7 | 0 | -1 | -9 | 1.7 | 0.3 | 23 | -9 | 19 | 4
O=C(CSc1cn(CCNC(=O)c2cccs2)c2ccccc12)NCc1ccccc1 | 13 | -5 | 1 | 5 | -0.6 | -0.4 | -5 | -8 | -7 | -1
CCCCn1c(N)c(N(CC(C)C)C(=O)Cc2ccc3c(c2)OCCO3)c(=O)[nH]c1=O | 6 | 2 | 1 | 12 | -1.1 | -0.8 | -1 | -3 | 3 | 7
Cn1c(=O)c(=O)n(C)c2cc(S(=O)(=O)CCC(=O)N3CCCCC3)ccc21 | -21 | 5 | 0 | 3 | -1.4 | 1.1 | 4 | -16 | 1 | 1
O=C(CNC(=O)c1ccco1)OCc1ccccc1Cl | -7 | -1 | 3 | -9 | 0.9 | -0.7 | 7 | -16 | 4 | 13
COc1ccccc1-c1cnn2c(NCCc3ccccc3)cc(C)nc12 | -7 | 2 | -2 | -10 | 3.7 | -13 | -4 | -124 | 4 | -2
COc1cccc(NC(=O)CSc2nnc(CNC(=O)c3ccccc3)n2C)c1 | -3 | -8 | -2 | 17 | 3.2 | -0.1 | -2 | -4 | 2 | -4
O=C1NC[C@@H](CCCCN2C[C@H](Cc3ccccc3)N(CC3CCCCC3)C(=O)C2=O)N(Cc2ccccc2)C1=O | 3 | -6 | -1 | 11 | · | 0.2 | 2 | -5 | -1 | -3
O=C(/C=C/[C@H]1O[C@@H](n2cnc3c(NC(=O)c4ccccc4)ncnc32)[C@H](O)[C@@H]1O)NCC1CCCO1 (stereo not given in full) | -10 | 4 | -1 | 1 | · | 0.6 | -7 | -6 | 4 | 1
CC(=O)N1CCN(CC(=O)Nc2ccccc2C(=O)Nc2ccccc2)CC1 | -2 | -8 | -2 | 10 | 1.7 | -0.6 | 3 | 2 | -2 | -2
CCOC(=O)N1CCC2(CC1)C(C#N)=C(N)Oc1n[nH]c(C)c12 | -2 | 2 | -1 | -2 | 1.0 | -0.1 | -2 | 14 | -5 | 4
CN(C(=O)COC(=O)Cc1ccc(Br)cc1)c1c(N)n(Cc2ccccc2)c(=O)[nH]c1=O | -2 | -5 | 3 | -5 | -0.2 | 0.8 | -2 | -8 | -7 | 5
CC(=O)Nc1cc(-c2ccc(F)cc2)[nH]n1 | 5 | 4 | 0 | 14 | 2.4 | -0.1 | 2 | 10 | 4 | 4
CCn1c(Cl)c(C=O)s/c1=N\S(=O)(=O)c1ccccc1 | 0 | 1 | 0 | -10 | -16 | 0.1 | 21 | -1 | 7 | 11
Cc1cc(NC(=O)Cn2nc([N+](=O)[O-])c(Br)c2C)no1 | -2 | -6 | 2 | 13 | -0.6 | -0.4 | -1 | 4 | -3 | -4
CCCCC(=O)Nc1nc2ccc(C(=O)OC)cc2s1 | -8 | 5 | 1 | -1 | 2.5 | -0.6 | -5 | -4 | -2 | -10

4 records drawn at random from the list so far:
mol | ARFGAP1 inhibitor | DDE Tn6 FP inh | rCAG binder | ASAP1 inh | FXN GAA850 act | KLK7 zymogen act | GC-B act | ADAM10 inh | GC-A act | HGIII-sPLA2 inh
CCOC(=O)N1CCC2(CC1)C(C#N)=C(N)Oc1n[nH]c(C)c12 | -2 | 2 | -1 | -2 | 1.0 | -0.1 | -2 | 14 | -5 | 4
CCn1c(Cl)c(C=O)s/c1=N\S(=O)(=O)c1ccccc1 | 0 | 1 | 0 | -10 | -16 | 0.1 | 21 | -1 | 7 | 11
O=C(CNC(=O)c1ccco1)OCc1ccccc1Cl | -7 | -1 | 3 | -9 | 0.9 | -0.7 | 7 | -16 | 4 | 13
COc1ccccc1-c1cnn2c(NCCc3ccccc3)cc(C)nc12 | -7 | 2 | -2 | -10 | 3.7 | -13 | -4 | -124 | 4 | -2

Profiles from above. Order of screens: ARFGAP1 inhibitor | DDE Tn6 FP inh | rCAG binder | ASAP1 inh | FXN GAA850 act | KLK7 zymogen act | GC-B act | ADAM10 inh | GC-A act | HGIII-sPLA2 inh
`Cn1c(=O)c(=O)n(C)c2cc(S(=O)(=O)CCC(=O)N3CCCCC3)ccc21` is entered as -21 | 5 | 0 | 3 | -1.4 | 1.1 | 4 | -16 | 1 | 1
`Cc1cc(NC(=O)Cn2nc([N+](=O)[O-])c(Br)c2C)no1` is entered as -2 | -6 | 2 | 13 | -0.6 | -0.4 | -1 | 4 | -3 | -4

(further entries)
Structure | ARFGAP1 inhibitor | DDE Tn6 FP inh | rCAG binder | ASAP1 inh | FXN GAA850 act | KLK7 zymogen act | GC-B act | ADAM10 inh | GC-A act | HGIII-sPLA2 inh
CC(=O)N1CCN(C2=Nc3ccccc3Sc3ccccc32)CC1 | · | -5 | 0 | · | · | 0.3 | -11 | 3 | -3 | -2
O=C(CNc1n[nH]c(=O)[nH]c1=O)N/N=C/C1CC=CCC1 (stereo not given) | 8 | 11 | 3 | -15 | 0.7 | 0.6 | 2 | 4 | 3 | 1
CN1OC[C@@H]2CN[C@H](c3cccc(-c4ccc(C#N)cc4)c3)C[C@@H]21 | 4 | -1 | 2 | -5 | 0.8 | 0.8 | -22 | -6 | -15 | 13
Cc1cc(C)cc(C(=O)NCCCN2CCOCC2)c1 | -23 | 0 | -3 | 10 | 1.9 | -0.2 | 1 | -5 | -2 | 2
COc1c2ccoc2c(OC[C@@H](O)C(C)(C)OC)c2oc(=O)ccc12 | 13 | 3 | 3 | -14 | -0.1 | 1.4 | 2 | -191 | 3 | 1
COc1ccc(C)cc1NC(=O)CSc1ccc(-c2ccccn2)nn1 | 9 | 2 | 0 | -4 | 0.8 | 0.3 | -5 | 3 | 4 | 8
COc1ccc(NC(=O)C2CC(=O)N/C(=N/NC(=O)c3ccc(Cl)cc3)S2)cc1 (stereo not given) | 1 | 7 | 21 | -8 | 1.2 | 0.3 | 6 | 2 | -1 | -14
CC(=O)CC(c1ccccc1)S(=O)(=O)c1ccc(C)cc1 (stereo not given) | -4 | 8 | -2 | 3 | -1.7 | 0.7 | 7 | -7 | 0 | -1
Cc1cc(NCc2ccccn2)nc2ccccc12 | -2 | 5 | -2 | -6 | 0.2 | 0.8 | -4 | -81 | 1 | 3
O=C(NCc1ccco1)C1CCN(c2nnc(-n3cccc3)s2)CC1 | 12 | -3 | 8 | -22 | -1.1 | 0.0 | 7 | 0 | 0 | -4
O=C(O)CCc1ccc(-c2ccc(Br)cc2)o1 | 7 | -8 | 5 | -14 | 0.7 | -0.1 | 3 | -1 | 44* | -5
CCOC(=O)c1cc2c(c(CCO)n1)[C@H](CCO)N(S(=O)(=O)C(C)(C)C)C2 | 4 | -4 | 1 | 4 | -1.5 | -0.6 | 5 | -13 | 0 | 12
CCNC(=O)COC(=O)c1cc(S(=O)(=O)N2CCCCC2)ccc1C | 16 | 8 | -1 | 4 | 3.0 | 0.2 | 2 | 4 | 3 | 2
CCC(CC)C(=O)N(C)c1c(C)nc2c(OCc3ccc(OC(F)F)cc3)cccn12 | -6 | -8 | -2 | 1 | -1.8 | -0.3 | 0 | -2 | 2 | -1
c1ccc(CC2CCN(c3nc4ccccc4n4nnnc34)CC2)cc1 | 0 | 4 | 0 | -3 | 1.7 | -1.6 | 3 | -4 | -1 | 11
C=C(C)Cn1c2ccc(NC(=O)CCc3cccc(Cl)c3)cc2c(=O)n1C | 17 | 6 | 0 | 10 | -4.4 | 12 | -5 | i | 0 | 3
COc1cc(S(=O)(=O)n2ccc(C)n2)c(OC)cc1Cl | -6 | 6 | 1 | 7 | 2.3 | 0.3 | -2 | 10 | -2 | 4
CCCNCc1nnc(-c2ccccc2Cl)o1 | 12 | -1 | 4 | -14 | 0.7 | -0.1 | 2 | -2 | -3 | 1
CC1CC(C)CN(c2nc3c(c(=O)n(C)c(=O)n3C)n2CCSc2ncccn2)C1 (stereo not given) | 2 | -10 | -1 | -5 | 1.0 | -0.3 | -7 | -7 | -1 | 2
Cc1ccc(SCC(=O)OCC(=O)NCc2ccco2)cc1 | 8 | 3 | 3 | 0 | 0.6 | -0.2 | -3 | -4 | 0 | -5
CSCC[C@H](NC(=O)c1ccc(Br)o1)c1nnc2ccccn12 | -1 | 1 | -2 | -3 | 0.0 | 0.0 | -3 | -8 | -1 | 3

Screens from PubChem BioAssay.
